# From PubChem
# VP16 counter – inhibits Gal4-VP16 luciferase reporter, ROR gamma counter-screen. Drosophila S2 Gal4-VP16 UAS-luciferase, luminescence, 20 h. AID 2546. Potency, µM (highest dose often 53.6 µM), without a hit: at the highest dose activity, negative = inhibition, hits mostly inhibitors. 310,000 compounds, 3.5% hits;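 also: Gal4-VP16 expression switched on by copper sulfate through the metallothionein promoter; potency is read from the fitted curve at half-maximal effect; % is scaled to controls: 0 for no effect and ±100 for the full control effect; nearly all actives have a fitted effect of over 50% in size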
# ELG1 repair inh – inhibitors of ELG1-dependent DNA repair in HEK293T cells. HEK293T ELG1-luciferase reporter, luminescence, 16 h; DNA damage induced by 5-fluorouridine. Potency, µM (top dose mostly 46.1 µM), for the others: at the top dose activity change, negative = inhibition, actives largely listed as inhibitors. 330,000 compounds, 2.3% hits; also: potency is read from the fitted curve at half-maximal effect; % is scaled to controls: 0 for no effect and ±100 for the full control effect; nearly all actives have a fitted effect of over 55% in size
#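 Reporter activity after DNA damage by 5-fluorouridine is monitored. Compound-treated cells incubate 16 hr at 37 °C, then ONE-Glo is added for 30 min before luminescence reading.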
# FLuc modulator – firefly luciferase modulation, counter-screen for miR-21 project; purified FLuc, Km substrates, luminescence inhibition; Potency, µM (titrated, usually from 57.5 µM), for inactives: top-dose activity change, negative = inhibition, hits mostly inhibitors; AID 588342; 360,000 compounds, 6.9% hits;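 also: potency is read from the fitted curve at half-maximal effect; plate controls were vehicle for no effect and reference inhibitor for full effect; nearly all actives have a fitted effect of over 55% in size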
# Target sequence (P08659 whole entry, looked up): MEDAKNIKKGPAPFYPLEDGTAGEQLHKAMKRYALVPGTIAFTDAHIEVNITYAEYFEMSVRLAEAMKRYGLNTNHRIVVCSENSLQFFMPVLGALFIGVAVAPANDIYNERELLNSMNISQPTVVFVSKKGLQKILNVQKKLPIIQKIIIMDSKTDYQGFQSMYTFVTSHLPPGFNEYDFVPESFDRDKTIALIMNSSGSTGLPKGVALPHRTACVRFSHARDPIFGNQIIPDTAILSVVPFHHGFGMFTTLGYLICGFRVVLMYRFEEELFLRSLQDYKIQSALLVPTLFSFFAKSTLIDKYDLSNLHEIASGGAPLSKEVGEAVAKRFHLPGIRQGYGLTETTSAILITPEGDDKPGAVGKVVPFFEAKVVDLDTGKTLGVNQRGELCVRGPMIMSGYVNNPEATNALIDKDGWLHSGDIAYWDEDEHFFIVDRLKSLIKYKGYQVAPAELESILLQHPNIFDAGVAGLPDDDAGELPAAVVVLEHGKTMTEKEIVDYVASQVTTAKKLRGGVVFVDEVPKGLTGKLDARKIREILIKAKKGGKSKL
#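 Purified P. pyralis luciferase (10nM final) with 10uM D-luciferin and 10uM ATP (Km levels) in 50mM Tris acetate pH 7.5, 10mM Mg acetate, 0.01% Tween-20, 0.05% BSA; qHTS 6-point titration, ~60 µM downward; luminescence read.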
# MBNL1 CUG block – blocks human MBNL1 binding to CUG repeat RNA | Q9NR56 | 280,000 compounds, 0.036% hits | Potency, µM (titrated, usually from 57.5 µM), without a hit: at the top dose activity change, negative = inhibition, actives largely listed as inhibitors | TR-FRET MBNL1-His/biotin-(CUG)12 binding, 665/545 ratio; active = well fitted inhibition curve with a large enough effect in the signal ratio, with a control signal flat, not every such curve was filed as active; inconclusive = small, poorly fitted or top-dose-only effect, or effect the other way, or a change in a side signal; inactive = no such curve, though single readings can be large or run the other way; the % refers to the signal ratio; also: potency is read from the fitted curve at half-maximal effect; % is scaled to controls: 0 for no effect and ±100 for the full control effect
#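 Inhibition of protein-RNA binding appears as loss of TR-FRET between terbium anti-His antibody on MBNL1-His and streptavidin-XL665 on biotin-(CUG)12. Activity is normalized to buffer-only and uninhibited-complex controls.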
# PKM2 activator – activators of human pyruvate kinase M2. P14618. purified PKM2, Kinase-Glo ATP luminescence, activation; response scale: 0% is enzyme alone, no compound. Potency, µM (titrated, usually from 57.5 µM), for the others: at the top dose activation, actives largely listed as activators. 260,000 compounds, 0.34% hits; also: potency is read from the fitted curve at half-maximal effect; % is scaled to controls: 0 for no effect and ±100 for the full control effect; nearly all actives have a fitted effect of over 55% in size
#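 ATP formation by purified human PK-M2, quantified via coupled luciferase luminescence after 1 h at room temperature with 0.1 mM ADP and 0.5 mM PEP final.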
# KCNH2 3.1 inh – KCNH2 3.1 (human) potassium channel inhibition; U2OS KCNH2 3.1, thallium flux FluxOr; active compounds read low; 340,000 compounds, 0.95% hits; activity change, % (tested at about 1.8 µM);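 active = maximum activity change below -70%; inconclusive = maximum activity change from -70% to -50%; inactive = maximum activity change above -50%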;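 also: thallium influx rate constant from kinetic fluorescence after stimulation buffer; % is scaled to controls: 0 for no effect and ±100 for the full control effect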
#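 We transduce U2OS cells with the mutant 3.1 virus, culture them overnight, load FluxOr with Red40 quencher for 45 min, then add stimulation buffer and read kinetically for 2 min to derive a normalized rate constant.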
# NPC1 prom act – activates the NPC1 promoter. Huh7 NPC1 promoter luciferase reporter, 24 h. Potency, µM (titrated, usually from 9.22 µM), inactives show at the top dose activation, most hits filed as activators. 320,000 compounds, 2.4% hits. AID 485313;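 also: potency is read from the fitted curve at half-maximal effect; % of control where 0% means no effect; nearly all actives have a fitted effect of over 60% in size; reporter is driven by a mutant NPC1 promoter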
#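 Luciferase expression driven by the NPC1 promoter was measured in stably transfected Huh7 cells after a 24 h compound incubation, using a luciferase reagent and a luminescence read.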
# Rab9 prom act – activators of Rab9 promoter; AID 485297; Huh7 Rab9 promoter-luciferase reporter, luminescence, 24 h; Potency, µM (top dose mostly 9.22 µM), inactives show at the highest dose activation, negative = inhibition, hits mostly activators; 320,000 compounds, 2.8% hits; also: potency is read from the fitted curve at half-maximal effect; % of control where 0% means no effect; nearly all actives have a fitted effect of over 60% in size
#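 Promoter activation is measured as luciferase luminescence in Huh7 cells stably transfected with a Rab9 promoter–luciferase construct, following 24 h compound exposure at 37 °C and 10 min reagent incubation at ambient temperature.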
# RORg inh – blocks mouse ROR gamma transcriptional activity | P51450 | Drosophila S2 Gal4-RORgamma UAS-luciferase reporter, 20 h | Potency, µM (top dose mostly 53.6 µM), without a hit: at the highest dose activity change, negative = inhibition, usual class: inhibitors | 310,000 compounds, 5.4% hits | AID 2551; also: potency is read from the fitted curve at half-maximal effect; % is scaled to controls: 0 for no effect and ±100 for the full control effect; nearly all actives have a fitted effect of over 60% in size
# Target sequence (P51450 whole entry, looked up, the tested form may be a part): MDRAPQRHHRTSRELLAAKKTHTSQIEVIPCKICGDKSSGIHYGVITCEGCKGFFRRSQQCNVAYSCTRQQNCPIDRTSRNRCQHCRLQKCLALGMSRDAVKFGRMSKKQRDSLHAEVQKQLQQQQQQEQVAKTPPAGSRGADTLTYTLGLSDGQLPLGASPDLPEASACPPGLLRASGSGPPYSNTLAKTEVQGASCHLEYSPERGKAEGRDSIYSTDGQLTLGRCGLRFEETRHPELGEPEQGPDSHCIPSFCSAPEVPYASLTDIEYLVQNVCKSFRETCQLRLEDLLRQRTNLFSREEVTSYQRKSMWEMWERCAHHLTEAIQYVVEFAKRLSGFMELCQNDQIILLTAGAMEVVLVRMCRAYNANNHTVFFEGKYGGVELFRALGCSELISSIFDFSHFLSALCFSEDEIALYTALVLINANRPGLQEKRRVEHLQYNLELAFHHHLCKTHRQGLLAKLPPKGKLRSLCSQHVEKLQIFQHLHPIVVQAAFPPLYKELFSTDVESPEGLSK
#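 Compounds are pin-transferred onto Drosophila Schneider cells expressing a copper-inducible Gal4–ROR gamma transactivation domain fusion. After 1 hr, copper sulfate is added to 700 uM final; luciferase is read 20 hr later.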
# Menin-MLL TR inh – menin-MLL binding inhibition, Texas Red mutant peptide; O00255; Menin + Texas Red MLL mutant peptide, fluorescence polarization; Potency, µM (top dose mostly 61.6 µM), for inactives: top-dose FP activity change, negative = inhibition, usual class: inhibitors; 270,000 compounds, 0.23% hits; AID 1768; active = well fitted inhibition curve with a large enough effect in the polarisation, with a control signal flat, not every such curve was filed as active; inconclusive = small, poorly fitted or top-dose-only effect, or effect the other way, or a change in a side signal; inactive = no such curve, though single readings can be large or run the other way; the % refers to the polarisation; also: potency is read from the fitted curve at half-maximal effect; % of control where 0% means no effect; many of its hits are not listed in these tables
# Mito fusion act – blocks mitochondrial division or promotes mitochondrial fusion | S. cerevisiae fusion-defective mutant growth rescue, CellTiterGlo 48 h | Potency, µM (highest dose often 46.1 µM), inactives show top-dose growth rescue (activation), actives largely listed as activators | 320,000 compounds, 0.23% hits | AID 485298;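 also: potency is read from the fitted curve at half-maximal effect; % of control where 0% means no effect; nearly all actives have a fitted effect of over 45% in size; temperature-sensitive fusion mutants such as fzo1-1 at 37 °C on non-fermentable ethanol glycerol medium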
#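 Read-out: ATP-based luminescence (CellTiterGlo, 10 min ambient) reporting growth of fusion-defective ts yeast after 48 hours at 37C on glycerol/ethanol YPEG medium in the presence of compound.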
# An asterisk follows results filed as active; u = inconclusive; x = not tested or not shown; [ ] = another dose, or the depositor's remark. Unless noted, calls follow the shape of the dose curve; as a rule, active = well fitted curve in the direction sought with a large enough effect; inconclusive = small, poorly fitted or top-dose-only effect, or another doubt; inactive = no such curve, though single readings can be large; an effect the other way counts as inactive or inconclusive.
SMILES,VP16 counter,ELG1 repair inh,FLuc modulator,MBNL1 CUG block,PKM2 activator,KCNH2 3.1 inh,NPC1 prom act,Rab9 prom act,RORg inh,Menin-MLL TR inh,Mito fusion act
CC(OC(=O)c1ccc(F)c(S(=O)(=O)N2CCOCC2)c1)C(=O)NC1CCCC1 (stereo unspecified),x,5%,-16%,x,x,-4,-4%,0%,x,x,5%
Cc1ccc(-n2cc(-c3ccccc3)[nH]c2=O)cc1F,3%,u,u,-2%,-2%,4,3.2µM*,3.2µM*,31%,-19%,-5%
CCCN(CCC)C(=O)CP(=O)(c1ccccc1)c1ccccc1,0%,1%,6%,1%,-5%,-7,1%,-1%,-1%,-1%,0%
CCOc1ccc(CN(C(=O)c2cc3ccccc3oc2=O)C2CCS(=O)(=O)C2)cc1 (stereo unspecified),-16%,u,12µM*,6%,-9%,-27,u,3.2µM*,14%,x,-1%
COC(=O)c1ccc(NC(=O)c2ccccc2-c2ccccc2C(=O)O)cc1,2%,21%,-18%,-15%,-5%,-5,-6%,-2%,0%,12%,-2%
Cc1onc(-c2ccccc2Cl)c1C(=O)OCC(=O)Nc1cccc(S(=O)(=O)N(C)C)c1,u,16µM*,-7%,-3%,-6%,-2,-4%,-5%,-8%,23%,2%
CCC(C)/C(C)=N/NC(=O)CSc1nc2ccccc2[nH]1 (stereo unspecified),-19%,8%,-17%,0%,-3%,6,-5%,-2%,-23%,3%,-2%
O=S(=O)(c1ccc(F)cc1)N1CCN(CC(O)COCC2CCCO2)CC1 (stereo unspecified),x,0%,3%,x,x,11,-3%,-4%,x,x,-4%
CC(C)(C)c1cc(NC(=O)c2ccc(OC3CCCC3)cc2)no1,-7%,u,u,-3%,-13%,-12,23%,19%,u,1%,11%
CCOC(=O)C(Sc1ncn[nH]1)c1ccccc1 (stereo unspecified),1%,-7%,1%,2%,8%,4,-1%,0%,-28%,-2%,-3%
Cc1ccc(C(=O)NCCCNC(=O)c2ccco2)cc1C,-2%,11%,-4%,0%,2%,1,0%,11%,2%,-18%,-1%
CCN1C(=O)CC(N2CCN(c3ccc(C(=O)c4ccccc4)cc3)CC2)C1=O (stereo unspecified),-2%,x,19µM*,u,-6%,4,x,x,-1%,7%,-10%
O=C(CSc1nc(O)cc(=O)n1-c1ccc(Cl)c(Cl)c1)Nc1ccc(Cl)cc1Cl,9%,-19%,1%,6%,-1%,10,2%,0%,16%,x,1%
CCc1c(C(=O)NCCc2ccc(OC)c(OC)c2)[nH]c(C)c1C(C)=O,x,-12%,-1%,-10%,-3%,-1,-2%,-2%,-17%[0.365 µM],0%,-7%
Cc1cc([N+](=O)[O-])nn1Cn1nc([N+](=O)[O-])cc1C,-20%,-1%,2%,u,-1%,-2,-3%,-2%,-5%,-25%,-1%
CC(C)Cc1nnc(NC(=O)c2ccc3c(=O)n4c(nc3c2)CCC4)s1,-8%,-5%,-1%,3%,0%,0,-6%,-1%,0%,-10%,1%
Cc1cccc(C)c1NC(=O)C(=O)c1cn(C)c2ccccc12,-2%,-2%,-19%,7%,1%,3,-5%,1%,17%,-23%,-3%
O=c1cc(CN2CCc3ccccc32)c2ccc(O)cc2o1,-18%,u,-18%,9%,1%,-4,-2%,-1%,-6%,u,u
COc1ccc(NC(=O)c2cc([N+](=O)[O-])ccc2N2CCCCC2)cc1,-3%,u,1%,u,5%,-7,0%,0%,36%,u,-1%
COc1ccc(CNC(=O)c2c[nH]c3ccccc3c2=O)cc1,-1%,-4%,-2%,-2%,3%,10,-6%,0%,32%,14%,2%

# As a working copy, 4 of the compounds above:
SMILES,VP16 counter,ELG1 repair inh,FLuc modulator,MBNL1 CUG block,PKM2 activator,KCNH2 3.1 inh,NPC1 prom act,Rab9 prom act,RORg inh,Menin-MLL TR inh,Mito fusion act
CC(OC(=O)c1ccc(F)c(S(=O)(=O)N2CCOCC2)c1)C(=O)NC1CCCC1 (stereo unspecified),x,5%,-16%,x,x,-4,-4%,0%,x,x,5%
Cc1ccc(-n2cc(-c3ccccc3)[nH]c2=O)cc1F,3%,u,u,-2%,-2%,4,3.2µM*,3.2µM*,31%,-19%,-5%
CCCN(CCC)C(=O)CP(=O)(c1ccccc1)c1ccccc1,0%,1%,6%,1%,-5%,-7,1%,-1%,-1%,-1%,0%
CCOc1ccc(CN(C(=O)c2cc3ccccc3oc2=O)C2CCS(=O)(=O)C2)cc1 (stereo unspecified),-16%,u,12µM*,6%,-9%,-27,u,3.2µM*,14%,x,-1%

# Returning to the listing; the 3 compounds before the break are reprinted first.
SMILES,VP16 counter,ELG1 repair inh,FLuc modulator,MBNL1 CUG block,PKM2 activator,KCNH2 3.1 inh,NPC1 prom act,Rab9 prom act,RORg inh,Menin-MLL TR inh,Mito fusion act
O=c1cc(CN2CCc3ccccc32)c2ccc(O)cc2o1,-18%,u,-18%,9%,1%,-4,-2%,-1%,-6%,u,u
COc1ccc(NC(=O)c2cc([N+](=O)[O-])ccc2N2CCCCC2)cc1,-3%,u,1%,u,5%,-7,0%,0%,36%,u,-1%
COc1ccc(CNC(=O)c2c[nH]c3ccccc3c2=O)cc1,-1%,-4%,-2%,-2%,3%,10,-6%,0%,32%,14%,2%
CCCCCCn1cc(C(=O)O)c(=O)c2cc(F)c(N3CCN(C)CC3)cc21,-13%,-5%,1%,1%,-2%,-1,-1%,0%,17%,1%,0%
COc1ccc(-c2cc3c(=O)n(CC(=O)NC4CCN(Cc5ccccc5)CC4)ncn3n2)cc1,x,27%,-18%,-12%,2%,-11,8%,10%,4%[0.365 µM],-4%,-4%
CCCCc1cc(=O)oc2cc(C)cc(OC(C)C(=O)NC(Cc3c[nH]c4ccc(O)cc34)C(=O)O)c12 (stereo unspecified),1%,18%,-1%,-3%,-12%,-4,-3%,-2%,3%,-3%,2%
CCCn1c(=S)[nH]c2cc(C(=O)N3CCN(c4ccccc4OC)CC3)ccc2c1=O,u,u,2%,-6%,0%,11,0%,0%,u,11%,-9%
Cc1[nH]c2ccccc2c1/C=C/C(=O)c1ccccc1,1%,u,u,9%,6%,-86*,7%,1%,u,u,u
COc1ccc(CCNC(=O)C/C(C)=N/NC(=O)c2ccc([N+](=O)[O-])cc2Cl)cc1OC,7%,3%,-1%,u,-9%,-10,2%,7%,4%,7%,-6%
CC(C)(C)c1ccc(S(=O)(=O)N2CCC(c3nc4ccc(Cl)cc4[nH]3)CC2)cc1,-8%,21µM*,0%,u,1%,-34,-1%,-8%,u,5%,u
CC(NC(=O)c1ccc(F)cc1)c1ccccc1 (stereo unspecified),-3%,11%,5%,-9%,-8%,-11,u,7%,9%,-6%,3%
O=C1C=CC(=O)N1c1ccc(OC(F)F)cc1,4.5µM*,21µM*,u,-15%,u,-22,-20%,-28%,6.3µM*,u,1%
O=C(CC1C(=O)N(c2ccccc2)C(=O)N1Cc1ccco1)Nc1ccccc1 (stereo unspecified),-11%,-28%,-10%,-4%,2%,-9,-1%,-1%,36%,0%,-1%
Cc1ccc(N(CC(=O)NC2CCCC2)C(=O)CNC(=O)c2cccs2)c(C)c1,-10%,-12%,1%,0%,2%,10,3%,-7%,-13%,-16%,1%
CC(=O)NS(=O)(=O)c1ccc(NC(=O)CCC(=O)Oc2ccc(C)cc2)cc1,-20%,19%,-2%,-1%,x,-9,-3%,-1%,1%,0%,-2%

# These rows are one share of the data. The share of hits here may be higher or lower than overall.
